Bioassay records as filed in PubChem.
Mot1-301 SUMO = SUMOylation pathway inhibition by Mot1-301 growth rescue | S. cerevisiae Mot1-301 growth rescue, ATP luminescence, 38.5C; percent above DMSO median, 100 means doubled | growth rescue, % at 18.8 µM | 320,000 compounds, 1% hits;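 active = every valid replicate shows activation above 250% relative to neutral control wells; inactive = the rest, any valid replicate at or below 250%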;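 also: OY570 slx delta 5 strain wells were the positive control but not used for scaling; some compounds called inactive have numbers as strong as hits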
phage Ecoli inh = E. coli growth loss with phage present; growth absorbance; inhibition, % at 11.9 µM; 360,000 compounds, 0.26% hits; AID 651602; in the data active = inhibition above about 11%
AddAB inh = less growth of phage-infected E. coli with AddAB; E. coli expressing H. pylori AddAB, absorbance growth; inhibition, % at 11.9 µM; 330,000 compounds, 0.29% hits; AID 435030; in the data active = inhibition above about 12%;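 also: 0% = vehicle wells of infected cells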
MOR-DOR ag = agonists of human mu-delta opioid receptor heterodimerization. P35372+P41143. cells, OPRM1-OPRD1 heterodimerization, luminescence. activation, % at 9.3 µM. 340,000 compounds, 0.3% hits; in the data active = activation above about 18%;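 also: 0% = vehicle-treated cells and 100% = reference agonist; values of inactives mirror those of a sister screen read the other way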
Target sequence (P35372 whole entry, looked up): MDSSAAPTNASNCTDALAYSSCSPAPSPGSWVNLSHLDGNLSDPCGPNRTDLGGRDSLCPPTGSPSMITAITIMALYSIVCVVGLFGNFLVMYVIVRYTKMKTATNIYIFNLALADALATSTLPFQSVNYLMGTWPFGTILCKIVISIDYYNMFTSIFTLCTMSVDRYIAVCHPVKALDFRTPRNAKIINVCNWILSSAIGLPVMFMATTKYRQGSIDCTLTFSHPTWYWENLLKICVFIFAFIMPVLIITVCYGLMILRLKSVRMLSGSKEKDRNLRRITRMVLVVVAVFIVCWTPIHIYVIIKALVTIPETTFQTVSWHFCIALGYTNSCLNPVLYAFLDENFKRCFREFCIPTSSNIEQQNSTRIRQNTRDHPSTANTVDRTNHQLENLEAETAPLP
Target sequence (P41143 whole entry, looked up): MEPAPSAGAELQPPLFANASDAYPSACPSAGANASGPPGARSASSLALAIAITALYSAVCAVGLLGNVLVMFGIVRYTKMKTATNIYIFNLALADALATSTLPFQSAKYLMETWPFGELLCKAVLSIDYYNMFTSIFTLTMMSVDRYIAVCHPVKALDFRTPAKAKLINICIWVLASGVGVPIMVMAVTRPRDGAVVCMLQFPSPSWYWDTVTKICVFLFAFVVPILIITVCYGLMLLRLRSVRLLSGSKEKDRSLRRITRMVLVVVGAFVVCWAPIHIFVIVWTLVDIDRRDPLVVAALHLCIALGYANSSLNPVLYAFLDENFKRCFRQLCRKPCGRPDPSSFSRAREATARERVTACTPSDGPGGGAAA
Pemphigus Ab inh = inhibitors of pemphigus antibody binding to human desmoglein-3 | P32926 | DSG3-coupled beads, scFv-anti-DSG3-GFP binding, flow cytometry; stronger effect = lower value | binding (percent of control), % at 10 µM | 310,000 compounds, 0.48% hits;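 active = binding more than 3 SD below its plate's average and above zero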; also: some compounds called inactive have numbers as strong as hits
OPRM1-OPRD1 inv = mu-delta opioid heterodimer inverse agonism | P35372+P41143 | cell-based MOR-DOR heterodimer luminescence | inhibition, % at 9.3 µM | 340,000 compounds, 0.21% hits | AID 504357; in the data active = inhibition above about 22%, passing the limit was not always enough;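 also: 0% = cells with DMSO and 100% = wells without cells with DMSO; values of inactives mirror those of a sister screen read the other way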
PKA-R1A act = PKA-R1A complex activation | P00514+P68181 | PKA-R1A dissociation, Cy5-IP20 fluorescence polarization; scaled: DMSO 0%, 113 µM cGMP 100% | activation, % at 11.4 µM | 340,000 compounds, 0.083% hits;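 active = percent activation above the mean of all tested compounds plus 3 SD, cut at about 19% in these data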;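 also: higher means more PKAc released from R1A so a rise in polarization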
Arr AP2 block = inhibitors of human beta-arrestin and AP2 interaction; FITC-arrestin peptide / GST-AP2 beads, flow cytometry; AP2 beta2 appendage carries R879A mutation; inhibition, % at 10 µM; 340,000 compounds, 0.31% hits;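 active = inhibition above a set limit, near 3 SD of compounds lacking own fluorescence, cut at about 54% in these data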;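 also: plate controls were DMSO wells for no effect and 5 µM unlabelled arrestin peptide for full effect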
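Test system: GST-tagged AP2 beta2-adaptin appendage (R879A) on 4 µm glutathione beads; also added: fluorescein-tagged arrestin peptide at 50 nM final; timing: 12 min plus 1 h, RT; signal: flow cytometry, FL1 (488/535 nm); read-out: percent drop in bead-associated FITC signal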
Ecoli viability = reduces bacterial viability in AddAB counter-screen; 330,000 compounds, 0.27% hits; inhibition, % at 11.9 µM; E. coli V3065 growth, OD600 absorbance, 18 h;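 active = inhibition above the campaign's mean inhibition across all tested compounds plus 3 SD, cut at about 9.9% in these data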;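 also: uninfected addAB+ strain grown without phage in ampicillin broth; 0% = DMSO wells and 100% = ciprofloxacin 0.95 µg/ml wells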
PfHsp90 yeast 2 = reduces growth (ATP signal) of yeast expressing P. falciparum Hsp90. 310,000 compounds, 0.32% hits. inhibition, % at 9.4 µM. AID 504621. S. cerevisiae expressing PfHsp90, BacTiter-Glo ATP, 48 h; yeast lacking PDR1 and PDR3 efflux regulators;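 active = every replicate shows inhibition above about 80%, whatever the replicate mean, limit read from the data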;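 also: 0% = DMSO neutral controls and 100% = 20 µM radicicol positive controls; yeast relying on Plasmodium falciparum Hsp90 in place of its own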
Tat transport = blocks Tat-dependent protein export in E. coli; 340,000 compounds, 0.036% hits; E. coli MC4100 TorA-mCherry Tat export, fluorescence; inhibition, % at 10 µM; AID 488895;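 active = mean replicate inhibition at least 50% and at least half of replicates individually reaching 50%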;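 also: exported cargo escapes ClpAP degradation while cytoplasmic cargo is degraded and loses fluorescence; 0% = median of neutral control wells and 100% = median of NaSCN control wells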
* hit, by the source's call; . = no result given.

SMILES	Mot1-301 SUMO	phage Ecoli inh	AddAB inh	MOR-DOR ag	Pemphigus Ab inh	OPRM1-OPRD1 inv	PKA-R1A act	Arr AP2 block	Ecoli viability	PfHsp90 yeast 2	Tat transport
COc1cc(C(=O)Nc2ccc(N3CCN(C(=O)c4ccc(C)cc4)CC3)cc2)cc(OC)c1OC	7	-0.4	2.0	-1.9	113	8	6	-11	-1.3	42	-8
COc1ccc(C(=O)NC2CCCc3ccccc32)cc1S(=O)(=O)N1CCOCC1 (stereo unspecified)	-17	1.5	1.5	-1.4	112	7	2	6	1.6	.	-6
COCCN(C(=O)c1csnn1)C(C(=O)NC1CCCCC1)c1sccc1C (stereo unspecified)	-4	1.2	0.8	-4.6	93	21	1	6	-0.8	8	3
NS(=O)(=O)c1ccc(O)c(NC(=O)c2ccc([N+](=O)[O-])o2)c1	-10	1.0	1.1	3.3	100	-17	2	6	0.8	-18	8
O=C1CCC(C(=O)N2CCCC2)CN1Cc1cccc(C(F)(F)F)c1 (stereo unspecified)	-5	2.1	-2.7	0.2	.	-1	-6	-10	0.5	4	0
CCOC(=O)COn1c(=O)c[n+]([O-])c2ccccc21	-1	0.8	2.7	0.6	98	-4	6	4	-0.2	6	4
Cc1ccc(-c2nc3c(c(SCC(=O)N4CCOCC4)n2)COC(C)(C)C3)cc1	-19	-0.4	6.5	-3.4	111	18	-4	37	0.5	-6	-11
CN(CC(=O)Nc1cccc(F)c1)C(=O)CCNC(=O)c1ccc(Br)cc1	-7	1.6	1.7	-0.8	101	4	-6	-12	1.8	6	1
Cc1cccc(N(C(=O)CS(=O)CC(=O)Nc2ccc3c(c2)OCO3)C(C)C(=O)NC2CCCC2)c1C (stereo unspecified)	11	-0.9	3.4	-3.6	96	19	-2	16	-1.2	-18	0
CC(C)CCN1CCN(Cc2ccc(Sc3nncn3C)o2)CC1CCO (stereo unspecified)	-5	2.6	0.2	-1.1	99	6	0	11	0.1	13	-6
Cc1nn(C)cc1C(C)NC(=O)c1cc(COc2ccc(F)c(F)c2)on1 (stereo unspecified)	-1	2.0	2.4	-3.1	108	16	-5	4	-1.9	14	-4
COc1ccc(C2=CCN3CCCCC3C2)c(-c2ccc(OC)c(OC)c2)c1 (stereo unspecified)	-1	1.4	-1.2	-1.3	106	7	-1	-6	-1.6	-20	-5
OCCC#Cc1ccc(CN2CCN(C3CCCCC3)C(CCO)C2)cc1 (stereo unspecified)	-10	-0.1	2.2	-0.2	106	2	-7	18	1.6	7	3
O=C(NCc1ccccc1Cl)c1ccc(S(=O)(=O)Nc2cccc(C(F)(F)F)c2)cc1	6	0.0	-0.4	1.6	99	-8	22*	19	-1.7	8	5
O=C(COc1ccc(F)cc1)NCCCn1ccnc1	.	1.1	.	-0.5	108	3	4	8	.	-19	-20
COc1c(Cl)cnn(-c2cccc(C)c2)c1=O	7	4.3	2.6	-1.0	112	5	-15	0	-0.9	-15	3
Cc1csc(NC(=O)Cc2nn(C)c(=O)c3ccccc23)n1	7	2.3	0.9	-1.6	99	8	-8	18	0.0	.	-5
COc1ccc(OC)c(CN2C(=O)c3ccccc3C2C(=O)NCC2CCCO2)c1 (stereo unspecified)	-3	-0.5	2.0	-1.5	94	8	-7	-7	1.1	15	-2
C=CC[C@@H](CC(=O)N[C@H](CO)Cc1ccccc1)C(=O)N[C@@H](C)COC(=O)[C@@H](CC=C)CC(=O)OC(C)(C)C	-4	1.4	-0.6	-2.1	102	12	-4	7	-1.2	-3	5
Cc1cc(C)c(C)c(OCCCn2ccnc2)c1	257	1.1	-0.5	-3.8	102	20	-8	0	-3.0	-3	-8
Cc1ccccc1C(=O)N1CCN(c2ccc(NC(=O)Cc3ccccc3)cc2)CC1	-2	2.1	-0.1	-2.8	.	15	-5	12	-0.7	6	1
CCC1CCCCN1C(=O)c1ccc(OC2CCN(C(=O)COC)CC2)cc1 (stereo unspecified)	0	2.0	-1.0	-0.7	105	5	-10	-4	-1.4	16	7
Cc1c(C(=O)NCC2CCCO2)oc2ccc(S(=O)(=O)N3CCCC3)cc12 (stereo unspecified)	-1	0.0	2.5	1.4	93	-8	-6	21	0.9	7	-5
Cn1c(NCc2cc(Br)ccc2O)nc2ccccc21	15	6.2	5.8	1.6	95	-9	-5	-6	-1.8	.	-5
Nc1cc(Oc2ccc(F)cc2F)cc([N+](=O)[O-])c1	.	1.8	2.5	2.4	103	-17	-2	0	-1.3	13	5
Cc1ccsc1C(=O)OCC(=O)NCc1ccc2c(c1)OCO2	14	2.5	-1.5	-1.2	52*	7	-8	8	0.0	9	-1
CC(C)C(C)NC(=O)Cn1cnc2c(oc3ccccc32)c1=O (stereo unspecified)	-4	3.7	1.6	-2.6	95	16	-3	-7	-0.6	-14	-2
CCc1nnc(NC(=O)CSc2nnc(C3CC3)n2C)s1	181	0.5	-0.7	-1.5	.	8	4	11	1.3	-9	-1
O=C1[C@H](Cc2ccccc2)NCC=CC[C@H](c2ccco2)N1Cc1ccccc1	.	3.2	.	0.4	117	-2	-9	2	.	3	5
CCC(C)c1ccccc1N1CC(C(=O)N2CCN(C(=O)c3ccco3)CC2)CC1=O (stereo unspecified)	0	6.9	3.2	1.5	.	-6	5	-3	3.0	31	-3
CCOC(=O)c1cnc(-n2[nH]c(C)cc2=O)[nH]c1=O	0	5.2	-0.5	.	.	.	.	6	-2.5	-3	8
CCN(CC)C(=O)CSc1nc(N)c(C(=O)Nc2ccc(OC)cc2)s1	4	3.0	-0.5	-1.1	103	6	0	7	-2.7	1	-9
Cc1cccc2nc(-c3cccc(NC(=O)Cc4ccccc4)c3)cn12	3	9.5	2.8	1.1	114	-6	-5	11	4.0	4	-2
C=CCSc1nc2c(c(=O)[nH]c(=O)n2C)n1C/C=C(/C)Cl	-15	2.7	0.2	0.6	100	-3	-7	-1	-2.7	5	-4
O=C(CCC(=O)OCc1ccc([N+](=O)[O-])cc1)Nc1ccccc1Cl	-1	4.4	2.4	-3.9	91	19	-6	-14	1.6	-9	1
O=C1CC(c2ccccc2Oc2cccc(Cl)c2)C(n2cncn2)C(=O)C1C1NCCc2ccccc21 (stereo unspecified)	-11	1.2	-0.5	-3.4	88	18	-7	14	-0.2	-11	4
CC(C)NC(=O)COc1cccc2ccccc12	-21	3.8	-2.1	-1.4	97	7	-10	2	-0.7	3	-16
CCN(CC)C(=O)C12CC3CC(CC(Cl)(C3)C1)C2	-2	1.4	-0.4	-0.6	94	3	-5	6	-0.2	10	5
CCN1CCN(C(=O)c2ccccc2NC(=O)c2ccc(Cl)cc2)CC1	-3	1.8	0.4	-1.9	104	10	0	1	-0.1	6	-5
Cc1[nH]c2ccc(C(=O)NCCCN3CCCC3)cc2c1C	225	-1.5	1.1	-2.9	.	15	-8	-5	-2.6	7	1

Whole records, looked up by structure. Values in the order: Mot1-301 SUMO | phage Ecoli inh | AddAB inh | MOR-DOR ag | Pemphigus Ab inh | OPRM1-OPRD1 inv | PKA-R1A act | Arr AP2 block | Ecoli viability | PfHsp90 yeast 2 | Tat transport
Results for O=C1CC(c2ccccc2Oc2cccc(Cl)c2)C(n2cncn2)C(=O)C1C1NCCc2ccccc21 (stereo unspecified) = -11 | 1.2 | -0.5 | -3.4 | 88 | 18 | -7 | 14 | -0.2 | -11 | 4
Results for Cc1cc(C)c(C)c(OCCCn2ccnc2)c1 = 257 | 1.1 | -0.5 | -3.8 | 102 | 20 | -8 | 0 | -3.0 | -3 | -8

Later entries:
SMILES	Mot1-301 SUMO	phage Ecoli inh	AddAB inh	MOR-DOR ag	Pemphigus Ab inh	OPRM1-OPRD1 inv	PKA-R1A act	Arr AP2 block	Ecoli viability	PfHsp90 yeast 2	Tat transport
O=C(/C=C/c1cccc(F)c1)NCCCn1ccnc1	20	-2.4	-0.6	-3.9	98	19	-2	-2	0.5	-3	2
O=C1NC(c2cccc(Br)c2)=N/C1=C\c1ccco1	-6	2.3	1.7	7.4	82	-46	2	-3	-1.1	15	-7
CN(CC(=O)Nc1ccccc1Br)C(=O)c1cccnc1Nc1cccc(C(F)(F)F)c1	-2	-1.6	-2.6	0.2	108	-1	-7	4	-1.8	19	9
NC(=S)n1[nH]c(-c2ccc([N+](=O)[O-])cc2)c(N=Nc2cccc(Cl)c2)c1=O	.	2.2	.	-1.3	92	6	-13	7	.	-74	-8
CC(CCc1ccccc1)NC(=O)CN1CCN(c2ccccc2)CC1 (stereo unspecified)	33	1.5	2.2	-0.3	105	1	6	48	0.3	-3	1
O=C(NCc1ccco1)c1ccc(COc2ccccc2Cl)cc1	-19	2.3	2.3	-2.9	102	12	0	16	1.7	-38	-2
Cc1cc(C)cc(OCC(=O)N(Cc2ccc(N(C)C)cc2)C2CCS(=O)(=O)C2)c1 (stereo unspecified)	13	2.1	2.1	-0.7	.	4	-4	29	-1.5	4	4
CCOC(=O)N1CCN(S(=O)(=O)c2ccc(C)c(C)c2C)CC1	-3	0.9	1.4	-1.3	112	6	-10	-5	-1.9	10	-10
COc1cccc(Nc2nc(-c3cccc(N4C(=O)c5ccccc5C4=O)c3)cs2)c1	-10	2.8	1.9	-2.6	91	17	-7	15	-1.2	-1	-5
CCN(CC)C(=O)Cn1cc(C(=O)C(=O)NCC2COc3ccccc3O2)c2ccccc21 (stereo unspecified)	.	-0.3	-0.1	0.9	110	-4	-1	-19	-2.5	22	6
CCOC(=O)C1CCCN(C(=O)c2cccc(NC(=O)C(CC)CC)c2)C1 (stereo unspecified)	65	1.0	0.2	1.4	92	-7	3	6	0.0	-1	0
CCN(C(C)=O)c1ccc(Oc2nc(OC)cc(OC)n2)cc1	31	3.2	-1.5	-1.9	104	13	-15	8	-0.8	12	1
COc1ccc2c(c1)oc(=O)c1c3ccccc3[nH]c21	.	3.8	.	4.8	79	-31	7	10	.	17	-3
CCC1(C)Cc2nc3[nH]c(=S)n(-c4ccccc4C)c(=O)c3cc2CO1 (stereo unspecified)	392	2.2	2.8	-3.4	89	17	0	-11	-0.4	-10	-4
Nc1ccc(C(=O)c2cccs2)cc1[N+](=O)[O-]	114	3.7	1.1	-1.2	100	6	-2	17	3.4	0	6
COC(=O)c1ccc(C)c(NS(=O)(=O)c2ccc(OC)c(OC)c2)c1	-7	2.0	-1.2	-4.5	88	22	-2	8	-0.4	32	2
CCOc1ccc(S(=O)(=O)NCCC(=O)NCC2(N3CCCCC3)CCCCC2)cc1	-9	1.0	-1.2	-2.5	109	13	-2	15	1.4	-1	-2
O=C(CSc1ccc(-c2ccncc2)nn1)c1ccc(Cl)cc1	-13	0.6	-0.8	1.3	94	-7	1	26	0.4	-5	-2

A few values from the entries so far.
AddAB inh, O=C1NC(c2cccc(Br)c2)=N/C1=C\c1ccco1 → 1.7
Tat transport, Nc1ccc(C(=O)c2cccs2)cc1[N+](=O)[O-] → 6
Ecoli viability, CCOC(=O)C1CCCN(C(=O)c2cccc(NC(=O)C(CC)CC)c2)C1 (stereo unspecified) → 0.0
